Compound activity (PubChem)
Cycloheximide cs – counter-screen hit for Shiga toxin inhibitors, cycloheximide; cell reporter, cycloheximide protein synthesis inhibition counterscreen; hit rate 12% among 300,000; max response, %; AID 2314; in the data active = max response mostly above about 13%, no sharp cut-off; inactive = mostly below about 14%; note: read at 38.3 µM for the half of the compounds with a filed dose; 0% is about no effect
AmpC inh no detg – inhibitors of E. coli AmpC beta-lactamase without detergent; P00811; AmpC nitrocefin hydrolysis, absorbance 480 nm, 0.0001% Triton; Potency, µM (highest dose often 57.1 µM), inactives show top-dose activity change, negative = inhibition, hits mostly inhibitors; hit rate 0.52% among 330,000; AID 485341;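 note: potency is the fitted concentration of half-maximal effect; plate controls were no compound for no effect and no enzyme for full effect; nearly all actives have a fitted effect of over 20% in size; some results filed as inactive show a strong effect at the top dose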
Target sequence (P00811 whole entry, looked up): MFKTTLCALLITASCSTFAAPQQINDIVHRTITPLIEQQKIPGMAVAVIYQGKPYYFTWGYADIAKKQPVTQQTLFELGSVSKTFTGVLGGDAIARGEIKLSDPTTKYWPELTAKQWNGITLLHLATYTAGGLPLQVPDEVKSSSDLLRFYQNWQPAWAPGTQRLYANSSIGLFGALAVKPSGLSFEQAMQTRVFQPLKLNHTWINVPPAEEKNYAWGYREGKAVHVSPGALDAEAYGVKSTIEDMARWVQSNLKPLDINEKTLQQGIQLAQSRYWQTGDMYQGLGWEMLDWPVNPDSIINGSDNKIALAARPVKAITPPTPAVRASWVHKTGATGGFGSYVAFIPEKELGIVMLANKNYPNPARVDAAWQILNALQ
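AmpC (5.3 nM in the dispensed reagent) in 20 mM phosphate pH 7.0 with 0.01% (detergent screen) or 0.0001% Triton X-100 was preincubated with compounds for 15 min at room temperature. Nitrocefin was then added from an 800 uM solution, and hydrolysis was followed at 480 nm.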
Pf growth 48h – inhibits P. falciparum growth in the first generation, 48 h. P. falciparum luciferase growth in erythrocytes, 48 h. Potency, µM (top dose mostly 28.7 µM), inactives show at the highest dose activity change, negative = inhibition, usual class: inhibitors. hit rate 5.9% among 310,000; note: potency is the fitted concentration of half-maximal effect; % is set by controls: 0 for no effect and ±100 for the full control effect
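Cell-based growth assay: transgenic P. falciparum expressing firefly luciferase, cultured in red cells within RPMI 1640 containing 0.5% w/v Albumax, 24 mM bicarbonate and gentamycin. A drop in luciferase activity indicates inhibition.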
Shiga toxin inh – inhibitors of Shiga toxin in Vero cells; Vero cells, Shiga toxin protein synthesis inhibition reporter; inhibition, % at 38.7 µM; hit rate 9.2% among 290,000; AID 2315; in the data active = inhibition mostly above about 28%, no sharp cut-off; inactive = mostly below about 43%; note: 0% is about no effect
LmPK inh – LmPK (Leishmania mexicana) enzyme inhibition. purified LmPK, Kinase-Glo ATP luminescence, 1 h. AID 1721. Q27686. Potency, µM (doses to about 57.5 µM), for the others: top-dose activity change, negative = inhibition, usual class: inhibitors. hit rate 0.37% among 290,000; note: potency is the fitted concentration of half-maximal effect; % is set by controls: 0 for no effect and ±100 for the full control effect
Target sequence (Q27686 whole entry, looked up): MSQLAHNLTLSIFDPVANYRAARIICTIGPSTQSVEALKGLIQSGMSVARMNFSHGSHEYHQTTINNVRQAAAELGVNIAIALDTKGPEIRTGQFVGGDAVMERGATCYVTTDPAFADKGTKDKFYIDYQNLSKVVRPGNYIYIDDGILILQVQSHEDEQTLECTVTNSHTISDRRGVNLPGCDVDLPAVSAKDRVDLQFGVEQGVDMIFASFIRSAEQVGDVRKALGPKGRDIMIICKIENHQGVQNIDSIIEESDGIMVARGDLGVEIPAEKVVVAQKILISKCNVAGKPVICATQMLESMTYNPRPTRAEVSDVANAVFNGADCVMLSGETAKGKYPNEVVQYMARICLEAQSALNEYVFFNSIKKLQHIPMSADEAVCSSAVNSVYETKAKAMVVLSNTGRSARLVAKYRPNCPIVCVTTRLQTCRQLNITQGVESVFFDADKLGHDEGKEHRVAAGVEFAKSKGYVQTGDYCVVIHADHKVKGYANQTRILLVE
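Screened at intermediate enzyme activity to detect both inhibitors and activators: LmPK at 0.1 nM, with a 0.5 nM enzyme column as activation reference. PEP 0.5 mM, ADP 0.1 mM; ATP detected by luminescence after 1 h.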
TbPYK inhibitor – T. brucei pyruvate kinase inhibition. Q57TT1. TbPYK enzyme, Kinase-Glo Plus ATP luminescence, 45 min. Potency, µM (doses to about 76.8 µM), for the others: top-dose activity, negative = inhibition, most hits filed as inhibitors. hit rate 0.12% among 410,000; note: potency is the fitted concentration of half-maximal effect; % is set by controls: 0 for no effect and ±100 for the full control effect; nearly all actives have a fitted effect of over 50% in size
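TbPYK + substrate in 50 mM TEA pH 7.2, 100 mM KCl, 10 mM MgCl2, 0.05% BSA, 0.01% Tween-20; cpd pinned; ADP 130 uM final; 45 min RT; Kinase-Glo Plus 10 min; luminescence endpoint.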
Pf growth 96h – P. falciparum growth inhibition at 96 hour, primary screen for plastid delayed-death inhibitors | P. falciparum luciferase reporter growth, 96 h | Potency, µM (highest dose often 28.7 µM), without a hit: top-dose activity change, negative = inhibition, hits mostly inhibitors | hit rate 6.9% among 320,000 | AID 504834; note: potency is the fitted concentration of half-maximal effect; % is set by controls: 0 for no effect and ±100 for the full control effect
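Plates of compound plus infected erythrocytes (2% hematocrit, 0.05% parasitemia final) incubate 96 hours, 37 C, 5% CO2. Detection reagent added; reduced luminescence from the parasites' luciferase reporter flags inhibition.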
Active calls of the source: *; ? = inconclusive; · = no result given; [ ] = dose if it differs, or a comment. Unless noted, calls come from the whole dose curve; as a rule, active = well fitted curve in the direction sought with a large enough effect; inconclusive = small, poorly fitted or top-dose-only effect, or another doubt; inactive = no such curve, though single readings can be large; an effect the other way counts as inactive or inconclusive.

SMILES	Cycloheximide cs	AmpC inh no detg	Pf growth 48h	Shiga toxin inh	LmPK inh	TbPYK inhibitor	Pf growth 96h
Cc1cc2oc(=O)cc(CN(C)Cc3cccc(F)c3)c2cc1Cl	-2	-10%	0%	3	0%	1%	13%
CC(NCCCOc1cccc2ccccc12)c1ccccc1 (stereo not given)	-6	24%	?	·	4%	14%	?
O=C(CCCN1C(=O)NC2(CCCC2)C1=O)Nc1cccc(S(=O)(=O)N2CCOCC2)c1	·	10%	?	·	·	0%	1%
Cc1ccc(-c2cc(-c3ccccc3)nc(N)c2C#N)o1	-3	-33%	·	2	1%	3%	49%[activator]
CC(C)(C)C1CCc2c(sc(NC(=O)C3CC=CCC3C(=O)O)c2C#N)C1 (stereo not given)	-3	-31%	?	13	3%	-8%	?
CCOc1ncccc1C(=O)OCc1ccc(C(=O)OC)o1	5	8%	6%	-9	-1%	-4%	1%
CCCCn1c(-c2cccc3ccccc23)nc2cc3[nH]c(=O)c(C(C)C)nc3cc21	-3	-24%	?	-1	2%	1%	?
CC(C)CN(C(=O)c1ccc(C(F)(F)F)cc1)c1c(N)n(CC(C)C)c(=O)[nH]c1=O	-4	-12%	5%	5	-4%	-4%	47%[activator]
CC(C)C(C)NC(=O)CN1C(=O)NC2(CCCc3ccccc32)C1=O (stereo not given)	-4	-5%	-6%	-14	-5%	-6%	-31%
CC(C)NC(=O)CC1C(=O)NCCN1CC(c1ccccc1)c1ccccc1 (stereo not given)	-1	82%[activator]	-28%	18	-2%	1%	133%[activator]
CC1(C)CC(N2CCCC2)=CC(=[N+]2CCCC2)C1	6	-15%	1.5µM*	-4	-1%	-7%	0.33µM*
CCC1(CC)NC(=O)N(CC(=O)Nc2ccc(S(=O)(=O)N3CCOCC3)cc2)C1=O	-2	18%	3%	21	6%	-1%	45%[activator]
CCC(OC(=O)c1ccco1)C(=O)NC1CCCC1 (stereo not given)	-1	1%	26%	-6	0%	-1%	3%
CCN1CCN(c2nc(S(=O)(=O)c3ccc(C)cc3)c(Cl)s2)CC1	-1	-11%[11.4 µM]	?	-20	0%	2%	?
COc1cc(CNCCSc2nnnn2C)cc(Br)c1OCc1ccccc1	-2	-6%[2.29 µM]	?	-6	4%	7%	2%[5.75 µM]
O=C(O)c1ccc(/C=C2\SC(=S)N(NC(=O)c3ccc(Br)cc3)C2=O)cc1	-3	-31%	37%[activator]	-10	1%	-4%	8%
O=S(=O)(Nc1ccc(Br)cn1)c1ccc(Cl)s1	-3	-13%	8%	14	2%	-7%	34%[activator]
CCCc1cc(=O)[nH]c(Nc2ccc(O)cc2)n1	4	-14%	16%	25	4%	3%	·
CCOC(=O)C(C(C)=O)c1c(Br)c(O)c(O)c2c(C(=O)c3ccc(C)cc3)coc12 (stereo not given)	19*	-46%	·	34	5.6µM*	-18%	·
Cc1ccc(CNC(=O)Cn2ccc3ccccc3c2=O)o1	1	-13%	17%	-14	8%	0%	63%[activator]
Cc1nc2sc3c(c2c2nc(-c4ccco4)nn12)CCCC3	-1	-8%	19%	9	1%	·	·
O=C(NC1CCCC1)C1CCCN(S(=O)(=O)c2ccc(-n3cnnn3)cc2)C1 (stereo not given)	-1	-5%	4%	-10	2%	-1%	·
O=S(=O)(CCSc1ccc(C(F)(F)F)cn1)c1ccc(Cl)cc1	6	-28%	23%	1	1%	-13%	-2%
CC(CCn1cccn1)NC(=O)c1cc(COc2ccc(F)cc2F)on1 (stereo not given)	-4	-3%	11%	9	0%	-1%	?
N#CCn1c2ccccc2c2nc3ccccc3nc21	12	-8%	20%	29	6%	-3%	9%
Nn1c(SCC(=O)Nc2ccc(Oc3ccccc3)cc2)nnc1C1CC1	-2	11%	8.3µM*	19	-5%	4%	?
NC(=O)c1cccc2c(=O)oc3ccccc3c12	-2	-35%	27%	15	2%	-9%	-7%
Cc1ccc(-c2nnn(CCC(=O)NC(C)(C)C)n2)cc1	32*	0%	125%[activator]	52*	-5%	-3%	5%
O=C(NCCCN1CCN(c2cccc(Cl)c2)CC1)C1CCC(=O)N1Cc1ccccc1Cl (stereo not given)	-5	230%[activator]	?	-10	2%	-5%	5%
COc1ccc(C(=O)NCc2nnc(SC)n2Cc2ccccc2)cc1	7	16%	-12%	-15	7%[11.5 µM]	-5%	24%
Nc1c([N+](=O)[O-])cc(-c2cnc[nH]2)cc1[N+](=O)[O-]	-3	-7%	47%[activator]	-1	-17%	2%	21%
COc1ccc(/C=C/C(=O)Nc2ccccc2)cc1S(=O)(=O)N1CCOCC1	11*	23%	?	17	3%	-6%	?
COc1ccc(-c2[nH]ncc2CN(Cc2nccn2C)C(C)C)c(F)c1	-2	16%	-7%	7	-4%	1%	22%
CCN1C(=O)N(c2cccc3ccccc23)C(C)=CC1(C)C	-3	-1%	-14%	-10	5%	2%	?
O=C(O)CSc1nnc(COc2cccc3cccnc23)n1-c1ccc(Cl)cc1	-5	-6%	27%	29	2%	-18%	26%
CN(C)C(=O)c1c2c(nc3ccccc13)CCCC2	-2	-8%	20%	-3	8%	-1%	?
COc1ccccc1-n1c(SCC(=O)N2CCOCC2)nc(O)c(Cc2ccccc2)c1=O	-3	-14%	11%	-6	-10%	-2%	·
CSc1nc2ccccc2n1CC(=O)Nc1c(C)n(C)n(-c2ccccc2)c1=O	1	-16%	13%	-6	0%	-5%	10µM*
CCOC(=O)/C(C#N)=C/c1c(OCC)n(CC)c2ccccc12	-2	-9%	?	-15	0%	-6%	31%[activator]
COc1cc(/C=N/NC(=O)C[n+]2ccccc2)cc(OC)c1OC(C)=O	-1	-29%	?	4	-2%	-1%	8%
COc1ccc2nc(Nc3nc(CSc4nc5ccccc5[nH]4)cc(=O)[nH]3)nc(C)c2c1	-5	84%[activator]	?	-9	0%	-6%	10µM*
CNC(=O)NC(=O)C(C)OC(=O)CCCSc1nc2ccccc2s1 (stereo not given)	-4	30%	-7%	-8	4%	-7%	-10%
Cc1ccc(NC(=S)N(Cc2ccc(Cl)cc2)Cc2ccc(C(=O)O)cc2)cc1Cl	1	-2%	30%	5	4%	-6%	-7%
CCOC(=O)/C(C#N)=C/c1cn(CCC(=O)O)nc1-c1ccc(F)cc1	12	-17%[11.4 µM]	-3%	9	6%	-5%	?
CCOC(=O)C1CCN(C(=O)CCc2nnc3ccc(NCCCN4CCCC4=O)nn23)CC1	-3	2%	-1%	-4	4%	1%	40%[activator]
Cc1onc(-c2ccccc2)c1C(=O)Nc1nc(-c2ccc(F)c(F)c2)cs1	18	?	?	69	8%	-1%	-18%
O=C(CN1CCN(S(=O)(=O)c2ccccc2)CC1)NCc1ccccc1	-2	49%	-19%	-9	0%	0%	34%[activator]
N#CCSc1nnc(-c2ccc3c(c2)OCO3)o1	14*	-6%	10%	24*	4%	-2%	39%
CCOc1ccc(Nc2nc(N)nc(CN(C)C3CCCCC3)n2)cc1	10	-7%	?	13	2%	-8%	-20%
COc1ccc(/C=N/NC(=O)c2ccn[nH]2)cc1COc1ccc(Cl)cc1	31*	-40%	?	115	0%	0%	-11%

(list continues)
SMILES	Cycloheximide cs	AmpC inh no detg	Pf growth 48h	Shiga toxin inh	LmPK inh	TbPYK inhibitor	Pf growth 96h
CCCCn1nnnc1SCC(=O)Nc1ccc2c(c1)OCCO2	7	-16%	40%[activator]	17	-2%	-6%	?
c1ccc(CNCCN2CCNCC2)nc1	1	-7%	-20%	-8	1%	-2%	4%[5.75 µM]
C=CCN1C(=O)CS/C1=N\S(=O)(=O)c1ccc(Cl)cc1	-1	-21%	25%	-7	-5%	0%	51%[activator]
COCCSc1ccccc1C(=O)N1CCCC1	-3	-19%	10%	-19	-12%	-13%	9%
Cc1c(Cl)cccc1NC(=O)CN1C(=O)CSc2ncccc21	-3	6%	·	-12	5%	·	?
CN(Cc1nc2ccccc2c(=O)[nH]1)Cc1cc(=O)oc2ccc3ccccc3c12	-2	7%	-8%	-29	6%	-30%	·
CCn1c(=O)c2c(nc(SCC(=O)N3CCC(C)CC3)n2C)n(C)c1=O	-3	-3%	-2%	2	3%	-4%	4%
Cc1cc(C)n2cc(CSc3ccc(Cl)cc3)nc2n1	27*	44%	30%	49*	0%	-5%	-4%
CC(C)(C)c1n[nH]c2c1CCCC2	0	-12%	-2%	-10	-2%	1%	-11%
CNc1nnc(SCC(=O)N2c3ccccc3NC(=O)CC2C)s1 (stereo not given)	·	-6%	37%[activator]	·	·	5%	?
CCCn1nc(C(=O)NC2CCCCCC2)c2ccccc2c1=O	·	3%	-10%	·	·	6%	-26%
CCOCCCN=Cc1c(O)n(Cc2ccccc2)c(=O)[nH]c1=O	10	-12%	-2%	-5	-1%	-1%	-33%
O=C1NC(=Nc2ccccc2)S/C1=C\c1cccnc1	1	-1%	-29%	8	-2%	4%	-29%
CCCCc1ccc(NC(=O)CSc2nc(=O)n3cc(C)ccc3n2)cc1	·	-1%	?	·	·	-1%	-18%
COc1ccc(N(C(=O)c2ccc(Br)o2)C2C=CS(=O)(=O)C2)c(OC)c1 (stereo not given)	-7	-6%	?	-14	10%[11.5 µM]	-13%	?
COc1cccc(C(=O)OCC(=O)Nc2nnc(-c3ccccc3)o2)c1	·	-20%	3%	·	·	-1%	4%
COc1ccc(NC(=O)c2cc([N+](=O)[O-])nn2Cc2ccccc2)c(C)c1	-4	-40%	-16%	5	-1%	9%	37%[activator]
CCn1cc(C(=O)N[C@@H](CCSC)C(=O)NCCN2CCOCC2)c(=O)c2cc3c(cc21)OCO3	-1	61%[activator]	-28%	-1	5%	-7%	-11%
COc1cc(CN(C)CC2CCCN(CCc3ccc(F)cc3)C2)c(Cl)cc1O (stereo not given)	-3	-20%	12µM*	2	-1%	-3%	?
CCOC(=O)/C=C1\SCC(=O)N1Cc1ccc(Br)cc1	1	3%	?	15	7%	2%	67%[activator]
CC(C)(C)NC(=O)C(c1ccco1)N(Cc1ccc2c(c1)OCO2)C(=O)c1snc(C(N)=O)c1N (stereo not given)	-5	24%	-21%	-3	9%	4%	9.3µM*
O=C(NC1=NCCS1)c1cc(-c2ccccc2)nn1-c1ccccc1	-3	-13%	-3%	-5	-4%	0%	7%
Cc1ccc(CN2C(=O)CCC2C(=O)NC2CC2)cc1 (stereo not given)	-1	0%	1%	-17	3%	-2%	?

No enrichment for hits; about 22% have a hit in one of these screens.
